Screens (PubChem)
VHR inh abs: VHR1 phosphatase inhibitors, primary screen, biochemical, absorbance, uHTS; AID 1654, 2009; inhibition, % at 13.3 µM; hit rate 0.52% among 290,000; Dual specificity protein phosphatase 3 (Homo sapiens), P51452; recombinant VHR phosphatase, pNPP absorbance; in the data active = inhibition above about 50%; note: some compounds called inactive have numbers as strong as hits
Target sequence (P51452 whole entry, looked up): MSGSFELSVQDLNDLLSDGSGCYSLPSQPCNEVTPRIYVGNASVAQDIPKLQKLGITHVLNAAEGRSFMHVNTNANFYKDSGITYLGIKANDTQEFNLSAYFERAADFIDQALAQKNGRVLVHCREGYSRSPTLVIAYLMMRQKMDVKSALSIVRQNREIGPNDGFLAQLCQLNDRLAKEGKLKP
Y pestis TopoI: Yersinia pestis topoisomerase I inhibitors, primary screen, biochemical, cleavage product accumulation, plate reader, single point | DNA topoisomerase I (Yersinia pestis CO92) | Y. pestis Topo-I cleavage product accumulation | activity, % at 10 µM | hit rate 0.064% among 360,000; in the data active = activity above about 50%, passing the limit was not always enough; inconclusive = no clear call, values can overlap the other calls; note: inactives centre near 2
Rv3671c protease: Rv3671c serine protease inhibitors, primary screen, biochemical, fluorescence polarization, M. tuberculosis H37Rv; inhibition, % at 5.96 µM; hit rate 0.048% among 320,000; AID 2606, 2010; in the data active = inhibition above about 38%;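 note: extracellular domain of Rv3671c used as enzyme; 0% = enzyme with DMSO and 100% = no enzyme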
Target sequence (P9WHR9 whole entry, looked up, the tested form may be a part): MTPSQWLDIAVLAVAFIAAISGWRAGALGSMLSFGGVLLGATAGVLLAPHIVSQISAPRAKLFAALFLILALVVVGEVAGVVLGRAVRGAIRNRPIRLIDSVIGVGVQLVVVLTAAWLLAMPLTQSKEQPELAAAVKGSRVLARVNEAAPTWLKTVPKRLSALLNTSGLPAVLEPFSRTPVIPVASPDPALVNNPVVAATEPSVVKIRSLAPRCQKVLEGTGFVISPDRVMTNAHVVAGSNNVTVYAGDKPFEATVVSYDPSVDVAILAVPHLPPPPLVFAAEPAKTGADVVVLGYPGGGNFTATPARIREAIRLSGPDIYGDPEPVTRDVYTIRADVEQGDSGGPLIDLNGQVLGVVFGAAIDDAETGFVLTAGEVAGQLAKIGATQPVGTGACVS
PriA SSB inh: inhibitors of Klebsiella pneumoniae PriA binding to SSB C-terminal tail, primary screen, biochemical, AlphaScreen; inhibition, % at 33 µM; hit rate 0.6% among 430,000; AID 1272365, 2023; AlphaScreen SSBct-PriA binding, biotinylated peptide; PriA–SSB C-terminal tail interaction (Klebsiella pneumoniae); in the data active = inhibition mostly above about 37%, no sharp cut-off; inactive = mostly below about 20%;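 note: plate controls were negative control peptide for no effect and reference peptide for full effect; strong numbers were not always called active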
TcdB inh: TcdB glycohydrolase inhibitors, primary screen, biochemical, single point, plate reader; Toxin B (Clostridioides difficile), P18177; TcdB glycohydrolase enzymatic assay; inhibition, % at 9.99 µM; hit rate 0.24% among 350,000; AID 652162, 2013; in the data active = inhibition above about 10%
Anthrax LF inh2: Bacillus anthracis LF protease inhibitors, primary screen, biochemical, multiplex microsphere, MLPCN library. Lethal factor (Bacillus anthracis), P15917. multiplex microsphere protease cleavage assay. inhibition, % at 10 µM. hit rate 0.12% among 360,000; in the data active = inhibition above about 30%; inconclusive = no clear call, values can overlap the other calls; note: plate controls were buffer without enzyme for full effect and enzyme alone for no effect
3CLpro inhibitor: SARS-CoV 3CLpro protease inhibitors, primary screen, biochemical, quenched FRET; recombinant SARS-CoV 3CLpro, quenched FRET peptide cleavage; inhibition, % at 6 µM; hit rate 0.14% among 290,000; in the data active = inhibition above about 12%
BH1578 lux ind: inducers of Vibrio cholerae quorum light production without autoinducers, primary screen, BH1578 luxS cqsA deficient, single point. V. cholerae BH1578 lux reporter, luminescence, 6 h. activation, % at 18.7 µM. hit rate 0.16% among 350,000. AID 588436, 2011; in the data active = activation mostly above about 9.7%, no sharp cut-off; inconclusive = no clear call, values can overlap the other calls; inactive = mostly below about 3.7%; note: not every result past the cut was called active; inactives centre near 0; reference of the scale not given here
PfHsp40 rescue: rescue of yeast from PfHsp40 toxicity, primary screen, S. cerevisiae, ATP luminescence; S. cerevisiae expressing PfHsp40, growth rescue; growth rescue, % at 12.5 µM; hit rate 0.68% among 340,000; AID 504582, 2011; in the data active = growth rescue above about 28%, passing the limit was not always enough; inconclusive = no clear call, values can overlap the other calls;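 note: yeast W303a lacking pdr1 and pdr3 grown in galactose medium; growth measured after three days at 30 °C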
MazEF act: activators of E. coli MazEF toxin-antitoxin RNase, primary screen, biochemical, fluorescence, uHTS; Endoribonuclease toxin MazF (Escherichia coli (strain K12)), P0AE70; FAM/BHQ RNA-DNA oligo cleavage fluorescence, 5 h; AID 504720, 2011; hit rate 0.32% among 350,000; activation, % at 20 µM; in the data active = activation above about 50%
Target sequence (P0AE70 whole entry, looked up): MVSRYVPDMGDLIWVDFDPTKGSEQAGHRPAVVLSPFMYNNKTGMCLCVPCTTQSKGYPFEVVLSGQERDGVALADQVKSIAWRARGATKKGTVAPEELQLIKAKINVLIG
* = called active by the depositor; i = inactive; ? = inconclusive; · = not tested or not shown; & = joins results of further samples. The list is partial; the hit share may differ from the screen's.

The first 3 compounds, ahead of the listing:
SMILES	VHR inh abs	Y pestis TopoI	Rv3671c protease	PriA SSB inh	TcdB inh	Anthrax LF inh2	3CLpro inhibitor	BH1578 lux ind	PfHsp40 rescue	MazEF act
CC(=O)Nc1ccc(S(=O)(=O)N2CCN(c3cnn(C)c(=O)c3Cl)CC2)cc1	-1	-6	-10	-6	1.1	-2	-4	i	-0.4	5
CCC(c1ccccc1)c1noc(CCN(CC)CC)n1 (stereo unspecified)	·	2	·	·	-4.5	-2	·	i	·	-1
COc1ccc(NC(=S)N(CCCN2CCOCC2)Cc2ccco2)cc1	14	-8	-3	5	0.1	-8	-2	i	-0.5	1

Main list, from the start:
SMILES	VHR inh abs	Y pestis TopoI	Rv3671c protease	PriA SSB inh	TcdB inh	Anthrax LF inh2	3CLpro inhibitor	BH1578 lux ind	PfHsp40 rescue	MazEF act
CC(=O)Nc1ccc(S(=O)(=O)N2CCN(c3cnn(C)c(=O)c3Cl)CC2)cc1	-1	-6	-10	-6	1.1	-2	-4	i	-0.4	5
CCC(c1ccccc1)c1noc(CCN(CC)CC)n1 (stereo unspecified)	·	2	·	·	-4.5	-2	·	i	·	-1
COc1ccc(NC(=S)N(CCCN2CCOCC2)Cc2ccco2)cc1	14	-8	-3	5	0.1	-8	-2	i	-0.5	1
O=C(C[C@H]1C(=O)N(Cc2cccnc2)C[C@@H]1Cc1ccccc1)Nc1ccccc1	·	14	·	·	-0.1	-2	·	1.1	·	4
CC(=O)N1C[C@H]2CON(C)[C@H]2C[C@H]1c1cccc(-c2ccccc2C)c1	·	-3	·	9	0.1	-1	·	-0.8	-1.2	-24
N#Cc1nc(-c2cccs2)oc1NCC1CCCO1 (stereo unspecified)	-2	-3	2	-2	1.9	1	-5	5.3	1.9	3
CC1(C(=O)NS(=O)(=O)C2CC2)CCN(C(=O)COCc2ccccc2)C1 (stereo unspecified)	·	0	·	·	0.6	-8	·	1.2	·	·
CC(CC(C#N)(c1ccccc1)c1ccccc1)N1CCOCC1 (stereo unspecified)	·	23	·	-14	0.3	-5	·	0.4	-0.7	5
COc1cccc(/C=C2\SC(N3CCCC(C)C3)=NC2=O)c1OC (stereo unspecified)	·	22	3	-6	0.8	15	1	i	0.1	6
Cc1ccc2c(Cl)cc(Cl)c(OCC(=O)Nc3cc(S(=O)(=O)N(C)C)ccc3C)c2n1	26	-9	-6	1	1.1	-1	-1	-0.2	0.8	-11
CCN(CC)S(=O)(=O)c1ccc2oc(C(=O)NCCN3CCOCC3)c(C)c2c1	-7	3	7	2	1.1	-2	5	0.0	-1.8	4
S=C(NCc1ccco1)Nc1ccc(Cl)c(Cl)c1	10	-3	-4	-1	0.5	-5	5	i	36*	12
O=C(CC1C(=O)NCCN1Cc1ccccc1C(F)(F)F)NC1CCCCCC1 (stereo unspecified)	7	18	-5	-8	0.4	2	0	-0.6	-1.4	-40
NC(=O)Nc1ccc(C(=O)OCC(=O)NC2CCCc3ccccc32)cc1 (stereo unspecified)	·	-4	-9	-14	6.8	-3	·	i	-0.4	-2
CCCCc1ncc(CN2CCC(n3nccc3NC(=O)C(OC)c3ccccc3)CC2)[nH]1 (stereo unspecified)	24	3	-14	-15	-0.4	-1	-4	i	1.1	2
O=C(CSc1nc(=O)n(Cc2ccccn2)c2c1CCC2)Nc1ccc(F)cc1F	·	-1	-4	1	0.9	-6	·	i	-0.2	-1
N#CCCn1cc(C(=O)Nc2ccc(C(=O)O)cc2)c(-c2ccc([N+](=O)[O-])cc2)n1	0	3	1	-5	0.8	1	-2	-0.8	-1.0	-3
COc1cccc(/C=N/c2nc3ccccc3n2C)c1O	25	-19	9	·	1.0	-7	-3	i	0.8	16
NC(=O)C1CCN(C(=O)COc2ccc3c4c(c(=O)oc3c2)CCCC4)CC1	1	-5	-2	-5	0.0	2	3	-0.4	-0.6	10
NC(=O)NC(=O)Nc1ccccc1Cl	27	9	-12	-21	·	2	-1	-2.2	0.5	7
COc1ccc(N(C)S(=O)(=O)c2ccc(Cl)c(C(=O)NCCc3ccc(Cl)cc3)c2)cc1	12	0	-10	-5	1.3	-3	7	-1.0	0.9	-18
Cc1cc(F)ccc1S(=O)(=O)N1CCCCC1CCNC(=O)C(=O)NCc1ccccn1 (stereo unspecified)	·	9	-3	23&-3	-1.6	5	·	i	·	5
Cc1cc(C)cc(N2Cc3ccccc3C2)c1	-14	1	-1	-7	0.3	0	-4	-1.5	-2.6	2
O=C(c1ccccc1F)N1CCN(Cc2ccccc2F)CC1	-6	-8	9	3	·	-4	-1	i	-0.9	-4
COc1ccc(NC(=O)N(C)C[C@@H]2OCc3cn(nn3)CCCC(=O)N([C@H](C)CO)C[C@H]2C)cc1	·	11	·	·	1.3&0.1	-2	·	-0.4	·	5
More results
SMILES	VHR inh abs	Y pestis TopoI	Rv3671c protease	PriA SSB inh	TcdB inh	Anthrax LF inh2	3CLpro inhibitor	BH1578 lux ind	PfHsp40 rescue	MazEF act
CC1(C)CC(=O)C(C#N)=C(NCCCO)C1	39	4	-4	-9	·	0	0	i	-0.5	9
COc1ccc(CCn2cc(C#N)c(=O)[nH]c2=O)cc1OC	30	2	3	0	1.2	-7	2	-0.3	-0.7	8
C#CCOCCOCCOCCNc1nc(N2CCN(C(=O)[C@H](CCCCN)n3cc(CN)nn3)CC2)nc(N2CCN(C(=O)[C@H](CCCCN)n3cc([C@@H](N)[C@H](C)CC)nn3)CC2)n1	·	-1	1	10	1.6	-12	·	-0.3	-1.3	22
C=CCn1c(SCC(=O)NCc2ccc3c(c2)OCO3)nc2scc(-c3ccccc3)c2c1=O	6	2	-5	-3&-12	·	0	-2	i	0.4	8
Cc1ccc(SC[C@H](c2ccccc2)N2CCN(CC(C)C)CCC2=O)cc1	15	2	·	-2	·	0	·	i	0.0	-5
Cc1cc(/C=C(\C#N)C(=O)NCc2ccco2)c(C)n1-c1ccc(C(=O)O)cc1	13	7	7	-14	0.0	2	2	-0.5	1.6	17
O=C(CN1C(=O)c2cccc3cccc1c23)Nc1ccc(S(=O)(=O)N2CCOCC2)cc1	4	27	-16	-23	·	0	-4	-4.5	-0.5	0
Cn1c(N)c(N2CCN(c3ccccc3)CC2)c(=O)[nH]c1=O	13	4	-2	-9&-7	0.8	-12	6	0.9	1.9	7
Cc1c(C(=O)OCc2nc3scc(-c4ccccc4)c3c(=O)[nH]2)cccc1[N+](=O)[O-]	-4	12	-31	5	·	0	2	-1.9	-1.3	8
Cc1ccc(SCCC(=O)OCn2nnc3ccccc3c2=O)cc1	-4	48	-3	-1	1.1	2	5	i	-1.3	-6
O=C(CCCN1C(=O)c2ccccc2C1=O)NCc1cccnc1	18	0	0	-7	·	-4	-5	i	0.9	3
CCC1Oc2ccccc2N(CC(=O)Nc2ccc3c(c2)OCCO3)C1=O (stereo unspecified)	8	4	-6	0	·	-5	4	-0.9	0.0	9
COc1ccc(C(=O)NNC(=O)C23CC4CC(CC(C4)C2)C3)cc1OC	·	0	0	-12	1.0	1	·	i	0.9	7
CC1CC(C)CN(CC(=O)N2CCOCC2)C1 (stereo unspecified)	-10	10	3	-12	2.3	-4	-4	3.1	-0.9	4
CCOC(=O)c1c(C)n(-c2ccccc2)c2ccc(O)cc12	22	20	-1	-17	0.8	2	3	i	-1.3	5
O=C(CCSCc1ccccc1Cl)NC1CCCC1	17	-3	2	3	·	-2	3	-0.6	-0.6	-1
CCOc1ccc(-n2c(SCC(N)=O)nc3c([nH]c4ccccc43)c2=O)cc1	-8	-1	4	-14	0.6	-7	-1	-0.2	-0.5	-4
CCCc1ccc(C(=O)NNC(=O)c2ccc(Br)cc2)cc1	7	-8	-37	1	·	2	4	-0.3	-0.3	-2
O=C(CCC1CCCC1)NCCS(=O)(=O)N1CCN(c2ccccc2)CC1	·	30	9	-1	-0.1	-2	·	1.7	-1.2	5
COCCNC(=O)C1(C)CCN(C(=O)C2(c3ccc(Cl)cc3)CCCC2)C1 (stereo unspecified)	·	3	·	·	0.0	1	·	i	·	·
COc1ccc2c(c1)CCc1c(C(=O)NCc3cccnc3)noc1-2	-1	-6	-17	-1	1.2	-3	2	i	-1.3	6
Nc1ccc(S(=O)(=O)O)cn1	13&24	8&-2&9	-11&-15&-2	-1	1.5&1.4&0.3	-4&-2&0	4&-1&-4	-2.1&-0.9&-0.4	-1.0&-1.6&9.5	6&12&-7
CC1CCCN(C(=O)C2CCN(S(=O)(=O)c3cccs3)CC2)C1 (stereo unspecified)	·	7	·	-13	0.1	-5	·	-2.9	0.7	2
COC(=O)C1=C(C(=O)OC)[C@@H]2N(C)c3ccccc3[C@@]23C[C@@H](C(=O)OC)N=C3N1	26	1	-2	-7	2.0	-1	·	-0.4	-0.5	-1
ClCC1=Nc2ccccc2Cc2ccccc21	·	2	-4	15	1.1	-1	·	-1.3	·	-7
New compounds follow:
SMILES	VHR inh abs	Y pestis TopoI	Rv3671c protease	PriA SSB inh	TcdB inh	Anthrax LF inh2	3CLpro inhibitor	BH1578 lux ind	PfHsp40 rescue	MazEF act
CCCCOc1ccc(S(=O)(=O)NNC(=O)C2Cc3c(ccc4ccccc34)O2)cc1 (stereo unspecified)	-13	4	-12	7	·	-2	7	i	-0.9	4
Cc1cccc(NC(=O)CCN2C(=O)c3cccc([N+](=O)[O-])c3C2=O)c1	-4	-5	1	-7	-0.8	-14	-3	i	-1.1	14
C[C@H](NC(=O)C1CCN(S(=O)(=O)c2ccccc2)CC1)C(=O)NCc1ccc(Cl)cc1Cl	-23	16	-8	5	0.7	-1	2	-0.1	?	3
COc1ccc(N(CC(=O)N2CCCCCC2)S(=O)(=O)c2ccc(OC)c(OC)c2)cc1	36	23	-9	-22	-0.8	-1	-5	-0.3	1.6	6
COc1ccc(-n2c(/C=C/c3cccc(F)c3)nc3ccccc3c2=O)c(OC)c1	7	5	·	12	-0.8	5	4	-1.3	-1.4	-11
O=C(/C=C/c1ccccc1)Nc1ccc(NC(=O)c2cccs2)cc1	29	-2	-4	-2	-0.1	10	-3	-0.7	2.1	0
CCOC(=O)N1CCC(n2c(SCC(=O)Nc3ccccc3OC)nc3ccccc3c2=O)CC1	3	27	1	-7	·	15	5	-0.6	4.9	-1

Quoted from the results shown, four compounds:
SMILES	VHR inh abs	Y pestis TopoI	Rv3671c protease	PriA SSB inh	TcdB inh	Anthrax LF inh2	3CLpro inhibitor	BH1578 lux ind	PfHsp40 rescue	MazEF act
Cc1cccc(NC(=O)CCN2C(=O)c3cccc([N+](=O)[O-])c3C2=O)c1	-4	-5	1	-7	-0.8	-14	-3	i	-1.1	14
C[C@H](NC(=O)C1CCN(S(=O)(=O)c2ccccc2)CC1)C(=O)NCc1ccc(Cl)cc1Cl	-23	16	-8	5	0.7	-1	2	-0.1	?	3
COc1ccc(N(CC(=O)N2CCCCCC2)S(=O)(=O)c2ccc(OC)c(OC)c2)cc1	36	23	-9	-22	-0.8	-1	-5	-0.3	1.6	6
COc1ccc(-n2c(/C=C/c3cccc(F)c3)nc3ccccc3c2=O)c(OC)c1	7	5	·	12	-0.8	5	4	-1.3	-1.4	-11
